KCC2 mod: modulators of human KCC2 chloride dependent transport; KCC2 cells, thallium flux FluoZin-2 fluorescence; B-score of Tl+ flux slope (higher = more flux/activation; lower = inhibition) at 10 µM; 190,000 tested, 2.2% active; AID 1456;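 active means thallium flux slope and its plate-corrected score both differing from the plate sample mean at a set confidence after two filtering rounds, in either direction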;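 further: slope of fluorescence scaled to starting intensity during 10 to 20 s after thallium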
Rad51 HR inh: blocks human Rad51 in homologous recombination; 200,000 tested, 0.085% active; inhibition, % at 10 µM; AID 1385; Q06609; hRad51 DNA strand exchange, fluorescence dequenching;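 active means inhibition above 40% at the single screening dose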;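 further: 0% = DMSO control wells and 100% = blanks with heterologous ssDNA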
Target sequence (Q06609 whole entry, looked up): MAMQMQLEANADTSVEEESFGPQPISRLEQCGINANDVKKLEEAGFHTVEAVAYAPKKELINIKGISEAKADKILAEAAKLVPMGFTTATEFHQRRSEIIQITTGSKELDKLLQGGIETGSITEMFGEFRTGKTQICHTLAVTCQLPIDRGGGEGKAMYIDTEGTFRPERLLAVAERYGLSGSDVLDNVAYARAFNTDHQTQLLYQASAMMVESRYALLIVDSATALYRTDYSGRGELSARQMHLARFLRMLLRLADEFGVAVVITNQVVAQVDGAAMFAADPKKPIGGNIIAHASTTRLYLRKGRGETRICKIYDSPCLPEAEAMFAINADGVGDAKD
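Assay system: Human Rad51 nucleoprotein filaments preassembled on unlabelled ssDNA | Reagent: Donor/quencher-labelled 47-bp dsDNA substrate | Doses: One concentration, 10 µM final | Times: 37 °C 15-min filament assembly, 30-min compound preincubation, 15-min exchange | Technique: Fluorescein emission 520 nm, excitation 485 nm | Benchmarks: Plate control and blank wells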
Thrombin inh: thrombin (human) inhibition | P00734 | alpha-thrombin, Boc-VPR-AMC fluorogenic substrate cleavage | inhibition, % at 5 µM | 220,000 tested, 0.26% active;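 active means inhibition at or above 40%; inactive means inhibition below 40%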;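 further: 0% = enzyme with no compound and 100% = wells without enzyme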
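Material: Human alpha-thrombin protein | Buffer or medium: pH 7.5 Tris-saline with Tween 20 | Reagent: Boc-VPR-AMC substrate, 15 µM final | Schedule: Reaction at ambient temperature | Detection: AMC fluorescence at 355 nm excitation and 460 nm emission | Evaluation: Percent inhibition scaled between no-compound controls and no-enzyme blanks | Controls: no-compound enzyme wells and no-enzyme blanks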
14-3-3 Bad inh: disrupts binding of bovine 14-3-3 zeta to phospho-Bad peptide; P63103; TR-FRET 14-3-3zeta/Dy647-pBad peptide displacement, 1 h; inhibition, % at 21.7 µM; 220,000 tested, 0.71% active; AID 781;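 active means inhibition above about 70%, limit read from the data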;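 further: 0% = full 14-3-3 plus peptide FRET controls and 100% = background without 14-3-3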
Target sequence (P63103 whole entry, looked up): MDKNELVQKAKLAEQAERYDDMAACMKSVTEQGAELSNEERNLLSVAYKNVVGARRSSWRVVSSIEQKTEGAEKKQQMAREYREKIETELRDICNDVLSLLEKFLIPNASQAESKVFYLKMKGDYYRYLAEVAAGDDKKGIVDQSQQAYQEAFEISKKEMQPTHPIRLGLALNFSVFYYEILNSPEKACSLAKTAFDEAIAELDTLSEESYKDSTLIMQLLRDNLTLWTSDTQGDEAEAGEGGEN
eIF4E-4G inh: inhibitors of eIF4E and eIF4G interaction in translation initiation; P63073+Q04637; TR-FRET eIF4E-eIF4GI(517-606) binding, 2 h; inhibition, % at 21.7 µM; 220,000 tested, 0.37% active; AID 782;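 further: 0% = full FRET control wells and 100% = background wells lacking eIF4GI fragment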
KLK5 inh: inhibitors of human kallikrein 5. recombinant hK5, fluorogenic AMC substrate cleavage. inhibition, % at 5 µM. AID 873. Q9Y337. 210,000 tested, 0.59% active;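 active means inhibition of 40% or more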;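 further: 0% = enzyme controls without compound and 100% = no-enzyme blanks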
NCF1 inh: p47phox (human) inhibition | P14598 | p47phox/p22phox peptide binding, fluorescence polarization, 2 h | inhibition, % at 24.7 µM | 220,000 tested, 0.53% active | AID 1274;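 further: 0% = p47phox with labelled peptide and 100% = labelled peptide alone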
Target sequence (P14598 whole entry, looked up): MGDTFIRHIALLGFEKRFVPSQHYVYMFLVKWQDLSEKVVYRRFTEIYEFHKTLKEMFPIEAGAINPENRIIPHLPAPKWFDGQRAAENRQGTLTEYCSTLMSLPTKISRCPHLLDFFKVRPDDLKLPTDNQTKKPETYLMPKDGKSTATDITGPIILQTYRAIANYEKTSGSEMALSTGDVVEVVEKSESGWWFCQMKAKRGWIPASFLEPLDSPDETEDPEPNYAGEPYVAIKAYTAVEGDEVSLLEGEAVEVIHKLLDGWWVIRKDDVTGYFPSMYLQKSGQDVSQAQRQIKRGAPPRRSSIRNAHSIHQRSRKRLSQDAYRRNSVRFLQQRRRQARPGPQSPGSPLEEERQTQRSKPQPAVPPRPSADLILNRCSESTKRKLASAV
EBV gp42 inh: blocks Epstein-Barr virus glycoprotein 42 binding; Fluorescence polarization binding assay, mP read-out; inhibition, % (tested at 21.74 µM); 220,000 tested, 0.42% active; AID 1085; in the data active means inhibition above about 50%
Furin inh: inhibitors of human furin. P09958. 220,000 tested, 0.061% active. purified furin, fluorogenic substrate cleavage. inhibition, % at 30 µM; in the data active means inhibition above about 25%; further: inactives centre near -15
Starred values were filed as active, the others as inactive; nt = not tested or not shown; [ ] = remark or other dose.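 How the source made its calls, unless noted: active means inhibition above about 30% (limit read from the data); inactive means the rest.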

SMILES	KCC2 mod	Rad51 HR inh	Thrombin inh	14-3-3 Bad inh	eIF4E-4G inh	KLK5 inh	NCF1 inh	EBV gp42 inh	Furin inh
CCOc1ccc2ccccc2c1C1NC(=S)N(C)C(C)=C1C(=O)OC (stereo unspecified)	0.31	-6	-1	-1	2	6	1	-5	-15
Cc1[nH]c2ccccc2c1C(=O)CSC(=S)N1CCN(C)CC1	-0.029	-26	-6	-3	-4	-4	-8	3	-12
CC(C)(C)OC(=O)CNC(=O)c1[nH]cnc1C(=O)N[C@@H](Cc1ccccc1)C(=O)OC(C)(C)C	-0.013	-1	-5	-8	0	-1	-23	-6	-12
CN1CCc2c(sc3c2c(=O)n(-c2ccccc2)c2nnc(SCc4ccccc4)n32)C1	0.29	5	-4	-13	-8	-24	-2	-8	-19
Cc1cc(C)cc(N2C(=O)C3CC=CCC3C2=O)c1 (stereo unspecified)	0.4	-10	0	53	12	4	-17	-9	9[20 µM]
O=C(CCn1c(=O)[nH]c2ccsc2c1=O)N1CC(=O)N(CCc2ccccc2)C(=O)C1	-0.21	-6	-1	11	-1	15	-9	5	-10
CCOC(=O)c1c(C)nc2sc3c(=O)n(-c4ccc(C(C)=O)cc4)nnc3c2c1-c1ccc(Cl)cc1	nt	2	-7	-7	-16	11	60*	2	4[20 µM]
CCOc1ccc(C2Sc3ccccc3NC3=C2C(=O)OC3)cc1 (stereo unspecified)	nt	4	3	6	0	-2	-5	-1	-1[20 µM]
COc1ccc(NC(=O)c2c(Cl)n(C)c3ccccc23)cc1	nt	-8	5	-1	-1	2	-7	-30	-23[20 µM]
COc1cc(C)c(Br)cc1S(=O)(=O)NCc1ccncc1	-0.37	30	6	-4	5	-2	-7	-4	-34
O=P(O)(c1ccc(Cl)cc1)c1ccc(Cl)cc1	0.079	-3	-3	58[fluorescence artefact?]	5[fluorescence artefact?]	-3	2	-3	-18
O=C(Nc1ccc2c(c1)oc1ccccc12)c1ccc(Br)o1	nt	2	0	6	3	-5	-15	-12	-12
Cc1nn(C(C)C(=O)N/N=C/c2ccc(N(C)C)cc2)c(C)c1[N+](=O)[O-] (stereo unspecified)	-0.34	14	-1	3	4	-4	-4	-16	9
CCOc1ccc(NC(=O)CN(C)CC(=O)NC(C)c2ccccc2)cc1OCC (stereo unspecified)	-0.69	nt	-7	-10	1	-5	-8	-11	-18
Cc1ccc(Cn2c(NCCCn3ccnc3)nc3c2c(=O)n(C)c(=O)n3C)cc1	0.15	-4	0	-1	4	-7	-18	-7	-16
Cc1ccc(/C(C#N)=C\c2ccc(N3CCOCC3)o2)cc1	nt	-7	3	-8[fluorescence artefact?]	18[fluorescence artefact?]	-9	-26	-79	-11[20 µM]
CNC(=O)c1ccc(-c2ccc(F)cc2)s1	-1.3	5	-4	34	0	-2	-6	22	-24[20 µM]
COc1ccc(Cc2nnc(SC)[nH]c2=O)cc1	0.34	-3	-1	-2	10	-12	-6	-27	-10[20 µM]
N#Cc1c(NC(=O)CSc2nnc(-c3ccccc3O)n2-c2ccccc2)sc2c1CCCC2	nt	nt	11	11	-18	-16	-37	-17	-15[20 µM]
COc1ccc(OC)c(C2SCCN2S(=O)(=O)c2cccc(C(F)(F)F)c2)c1 (stereo unspecified)	0.28	5	-4	7	2	2	0	8	-16
COCCN1C(=O)c2oc3ccccc3c(=O)c2C1c1ccc(C(=O)OC)cc1 (stereo unspecified)	0.19	0	-5	-3	2	-5	-4	-1	-27
O=C(CSc1nc2ccccc2o1)Nc1nc2ccc(Br)cc2s1	1	14	-8	-10	-15	-7	-39	-11	-11[20 µM]
COC(=O)c1sccc1NC(=O)COc1ccc(F)cc1Cl	-0.98	nt	14	-3	2	22	-2	-12	-9
CC(=O)Oc1ccc(-c2nc(-c3cccnc3)no2)cc1	1.5	-1	-6	0[fluorescence artefact?]	-25[fluorescence artefact?]	-28	-2	6	-19[20 µM]
O=C(OCC(=O)N1CCc2ccccc21)c1ccccn1	nt	15	-4	-2	1	-2	3	2	-24
COc1ccc(CN2CCNC(=O)C2CC(=O)N(Cc2nccn2C)C(C)C)c(OC)c1 (stereo unspecified)	0.53	0	5	-1	-1	3	-6	-3	-25
NC(=O)CSc1cn(Cc2ccc(F)cc2)c2ccccc12	-0.2	-5	nt	3	-6	-3	-8	3	-23
Cc1ccc(S(=O)(=O)N(C)c2ccc(C(=O)NCc3ccccn3)cc2)cc1	-0.0081	5	0	-6	-2	2	-1	-5	-32
COc1ccc(/C=N/NC(=O)CN(C2=NS(=O)(=O)c3ccccc32)c2ccccc2)cc1	0.32	5	-1	9	5	-11	31*	-18	-8
C/C(Cc1nnn(-c2cc(C)on2)n1)=N\O	-0.072	19	-8	3	-4	8	-1	-9	-37
Cc1ccc(S(=O)(=O)Cc2ccc(C(=O)O)o2)cc1	-0.016	-25	-3	9	14	-50	5	18	10[20 µM]
S=C(NN=C(C1CC1)C1CC1)Nc1ccccc1	1.6	3	3	0	3[fluorescence artefact?]	-26	-6	-14	-12[20 µM]
Cc1c(Br)c(C(F)(F)F)nn1CC(=O)NCc1ccco1	0.17	11	-2	-8	-1	-32	-7	-8	-14
Nc1nnc(SC2CC(=O)N(c3ccccc3)C2=O)s1 (stereo unspecified)	1.8	1	0	nt	nt	-4	-13	-22	-19[20 µM]
O=C(COC(=O)c1ccccc1O)Nc1cccc(S(=O)(=O)NC2=NCCCCC2)c1	-0.98	-4	4	4	1	2	-3	-12	-17
CC(C)N1CCC(N2CCN(C3CCCCC3)CC2CCO)CC1 (stereo unspecified)	0.73	-7	3	-11	0	18	-2	-12	5
Cc1ccc(C(=O)N2CCN(c3ccccc3)CC2)cc1S(=O)(=O)N1CCCC1	-0.2	-12	1	9[fluorescence artefact?]	5[fluorescence artefact?]	0	-9	-10	-7
CC(C)C(=O)Nc1ccc(NC(=O)c2ccco2)cn1	-0.45	-1	14	26	0	-2	-4	-7	-6
CC(=O)Nc1ccc2nc(NC(=O)c3cccnc3)sc2c1	-0.87	-3	-1	-3	-2	6	4	-8	-23
COc1ccc(-c2cn[nH]c2-c2ccc(OCc3ccccc3)cc2O)cc1	0.81	nt	-12	-4	-2	-4	-10	9	4

Reprinted at random: four records from the list.
SMILES	KCC2 mod	Rad51 HR inh	Thrombin inh	14-3-3 Bad inh	eIF4E-4G inh	KLK5 inh	NCF1 inh	EBV gp42 inh	Furin inh
CC(C)C(=O)Nc1ccc(NC(=O)c2ccco2)cn1	-0.45	-1	14	26	0	-2	-4	-7	-6
O=C(OCC(=O)N1CCc2ccccc21)c1ccccn1	nt	15	-4	-2	1	-2	3	2	-24
Cc1ccc(S(=O)(=O)N(C)c2ccc(C(=O)NCc3ccccn3)cc2)cc1	-0.0081	5	0	-6	-2	2	-1	-5	-32
CC(C)N1CCC(N2CCN(C3CCCCC3)CC2CCO)CC1 (stereo unspecified)	0.73	-7	3	-11	0	18	-2	-12	5

Further records:
SMILES	KCC2 mod	Rad51 HR inh	Thrombin inh	14-3-3 Bad inh	eIF4E-4G inh	KLK5 inh	NCF1 inh	EBV gp42 inh	Furin inh
CCCN1CCC(NC(=S)Nc2ccc(C(=O)OCC)cc2)CC1	-0.6	1	0	-6	0	-6	-11	-11	-18
CN(c1cccc(Cl)c1)S(=O)(=O)c1cccc(C(=O)Nc2ccc3c(c2)CCC3)c1	-0.77	10	-12	-8	-4	-20	-6	11	-11
O=C(Nc1cccc(OCC(=O)N2CCOCC2)c1)C1CCCCC1	0.22	-8	1	18	-1	1	-1	7	-22[20 µM]
CCc1cc(=O)oc2c(CN3CCN(C)CC3)c(O)c(Cl)cc12	-0.0049	-4	-28	5[fluorescence artefact?]	3	-102	-6	0	-149[20 µM]
Cc1ccc(/C=N\NC(=O)Cn2nnc3ccccc32)o1	0.91	-7	6	-5	-10	-12	-15	-24	-23[20 µM]
COC(=O)c1ccc(/C=N/NC(=O)C(=O)NCc2ccccc2)cc1	0.22	10	-24	8	-3	-4	4	-6	-30
Cc1cc(C(=O)CSc2nnc(-c3ccc(Cl)cc3)n2C)c(C)n1CC1CCCO1 (stereo unspecified)	-1	3	0	3	-6	2	4	-10	-11[20 µM]
CSc1nc(-c2ccccc2)nc(NC(=O)C(C)C)c1C(C)=O	-0.34	9	-6	3	2	-5	-4	-13	-15
CCc1cc2cc(C(=O)N3CCN(c4ccccc4)CC3)sc2s1	nt	1	-10	-8	-5	5	-7	3	-12[20 µM]
CCc1ccc(S(=O)(=O)NCc2csc(C)n2)s1	1.6	2	3	-7	0	-5	2	-20	-7[20 µM]
O=C(NCCc1ccccn1)c1cccc(S(=O)(=O)N2CCc3ccccc32)c1	-0.39	24	2	4	1	-5	-2	-2	-27
Cc1cccnc1NC(=O)Cn1nc(C)c([N+](=O)[O-])c1C	2	16	7	9	0	-14	-5	-15	8[20 µM]
Nc1nc2n(n1)C(c1ccco1)CC(c1ccc(F)cc1)N2 (stereo unspecified)	-0.11	1	0	-1	0[fluorescence artefact?]	0	2	-4	-21
O=S(=O)(/N=S1/CC=CCN1S(=O)(=O)c1ccccc1)c1ccccc1 (stereo unspecified)	-0.081	6	-16	-3	6	-22	-2	-31	-21[20 µM]
COc1cc(C2C3C(=O)N(Cc4ccccc4)C(=O)C3ON2c2ccccc2)cc(OC)c1O (stereo unspecified)	nt	nt	-6	10	-6	-14	-4	-31	-13
Cc1ccc(Nc2nnc(SCC(=O)Nc3ccc(S(=O)(=O)N4CCOCC4)cc3)s2)cc1	-0.41	-1	-5	7	0	-9	-8	-6	-5[20 µM]
CCc1ccccc1N1C(=O)c2cccc3c(N4CCOCC4)c([N+](=O)[O-])cc(c23)C1=O	-0.66	1	-7	-4	1	1	-6	1	-9[20 µM]
N#Cc1cc2c(nc1SCc1ccncc1)CCC2	-0.056	2	-2	-1	7	6	-6	4	5[20 µM]
CC1CCC(C(C)C)C2=C1C(C#N)(C#N)C(C#N)(C#N)C(c1ccccc1)N2 (stereo unspecified)	1.2	-11	3	8	4	-1	-2	-2	-5[20 µM]
CC(C)C(NC(=O)c1ccccc1)c1nnc(SCC(=O)Nc2nccs2)n1C (stereo unspecified)	0.067	3	1	8[fluorescence artefact?]	6	4	-5	-5	0[20 µM]
COc1ccc(S(=O)(=O)N(C)CC(=O)N2CCC(C)CC2)cc1Cl	0.88	-9	-3	2	0	10	-13	-23	-17[20 µM]
CC(=O)c1cccc(NC(=O)Nc2ccc(C)cc2)c1	-0.67	4	-3	22	5	-11	-8	-12	-22[20 µM]
Nc1c(O)ccc2c1C(=O)c1ccccc1C2=O	-0.1	11	11	-52	-6	-3	80*	146*	-11
O=C(/C=C/c1ccccc1)N/C(=C\c1ccco1)C(=O)NCCO	nt	0	2	-11	5	4	-14	-10	-7[20 µM]
CC(=O)NNc1cccc(Cl)n1	nt	nt	-1	4[fluorescence artefact?]	7[fluorescence artefact?]	-13	2	-19	-4[20 µM]
Cc1ccc(OC(=O)c2cccc(S(=O)(=O)N(C)C)c2)c(-n2nc3ccccc3n2)c1	-0.49	0	0	-11	0	-19	-9	-17	5[20 µM]
CC1CCN(S(=O)(=O)c2cccc(C(=O)Nc3nccs3)c2)CC1	nt	-6	3	-2	-3	4	-8	-10	-16[20 µM]
COc1nnc(-c2ccc(N3CCOCC3)c(NC(C)=O)c2)c2ccccc12	nt	7	4	0	7	-1	9	9	-8

From PubChem BioAssay

Compounds as they come (roughly 4.7% active in at least one column).
